TSG101-PTAP inh: blocks PTAP/TSG101 interaction to inhibit HIV-1 budding; Q99816; Fluorescence polarization, FITC-PTAP peptide / Tsg101 binding; Potency, µM (titrated, usually from 115 µM), for inactives: at the top dose activity change, negative = inhibition, actives largely listed as inhibitors; 340,000 tested, under 10 active; AID 493005; active means well fitted inhibition curve with a large enough effect in the main read-out, with a control signal flat, not every such curve was filed as active; inconclusive means small, poorly fitted or top-dose-only effect, or effect the other way, or a change in a side signal; inactive means no such curve, though single readings can be large or run the other way; further: potency means the concentration at half of the fitted maximal effect; % of control where 0% means no effect
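FP read-out: FITC-PTAP peptide, 50 nM final, binding Tsg101 binding domain, 10 uM final; 20 min, r.t.; 10 mM HEPES pH 7.5, 0.15 M NaCl, 0.01% Tween 20, 3 mM EDTA, 0.1 mM TCEP.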
a7 integrin act: activators of alpha7 integrin expression for muscular dystrophy. alpha7betagal myoblasts, beta-gal FDG fluorescence, 48 h. actives 0.064% (n = 350,000). AID 624291. Potency, µM (doses to about 38.3 µM), inactives show top-dose activation, actives largely listed as activators;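 further: potency means the concentration at half of the fitted maximal effect; 100% = response of the positive control SU9516; nearly all actives have a fitted effect of over 60% in size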
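Alpha7betagal+/- myoblasts (passage 13) were plated 16-24 hr, then exposed to compounds (1:260 dilution of DMSO stock) for 48 hours at 37C. After MPER lysis, β-galactosidase reporter activity was read as FDG fluorescence (ex 480/em 540) after 30 minutes.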
Giardia killer: Giardia lamblia killing | Giardia lamblia trophozoite viability | AID 540267 | actives 0.15% (n = 340,000) | activity change, % at 7.66 µM, hits read low; in the data active means activity change below about -80%; inconclusive means between about -30% and that limit;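 further: parasites exposed to compound for two days anaerobically before the ATP read; on the % scale 0 is the no-effect control and ±100 the full control effect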
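Giardia lamblia trophozoites (100 cells/well) were incubated with compounds for 48 h at 37 deg C under anaerobic conditions. Viability was read as ATP content by one-step luminescence after 15-30 min at room temperature.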
S-ASM inh: blocks human secretory acid sphingomyelinase; placental ASM, HMU-PC fluorogenic substrate, 60 min; actives 0.006% (n = 340,000); Potency, µM (series often up to 57.5 µM), without a hit: top-dose activity change, negative = inhibition, actives largely listed as inhibitors; P17405; AID 504937; further: potency means the concentration at half of the fitted maximal effect
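qHTS format. ASM enzyme prepared from human placenta hydrolyses the fluorogenic substrate HMU-PC0 (9 uM final) over 60 min at 37 °C after a 10 min compound preincubation.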
* marks the source's active call; other numbers are inactive results; ? = inconclusive; [ ] = dose if it differs, or a comment. Unless noted, the call rests on the fitted dose curve; in most records, active means well fitted curve in the direction sought with a large enough effect; inconclusive means small, poorly fitted or top-dose-only effect, or another doubt; inactive means no such curve, though single readings can be large; an effect the other way counts as inactive or inconclusive. Not all compounds are listed; the hit share may differ from the screen's.

The opening two compounds (preview)
SMILES	TSG101-PTAP inh	a7 integrin act	Giardia killer	S-ASM inh
CCN(C(=O)COC(=O)c1ncc(Cl)c(Cl)c1Cl)c1c(N)n(Cc2ccccc2)c(=O)[nH]c1=O	-2%	22%	-7	-1%
O=[N+]([O-])c1ccc(COc2cccc(CN3CCCC3)c2)cc1	2%	-20%	17	12%

Results, previewed entries included:
SMILES	TSG101-PTAP inh	a7 integrin act	Giardia killer	S-ASM inh
CCN(C(=O)COC(=O)c1ncc(Cl)c(Cl)c1Cl)c1c(N)n(Cc2ccccc2)c(=O)[nH]c1=O	-2%	22%	-7	-1%
O=[N+]([O-])c1ccc(COc2cccc(CN3CCCC3)c2)cc1	2%	-20%	17	12%
O=C(c1c(F)c(F)c(F)c(F)c1F)N1CCc2ccccc21	-7%	-14%	22	-1%
CCOc1ccc(NS(=O)(=O)c2ccc(C(=O)N3CCC3)cc2)cc1	-10%	3%	-7	0%
CN(c1ccccc1)S(=O)(=O)c1cccc(C(=O)NCCc2c[nH]c3ccccc23)c1	-2%	-27%	-15	-5%
COc1ccc(C2/C(=C(/O)c3ccc(F)cc3)C(=O)C(=O)N2CCCN(C)C)cc1 (centres undefined)	-1%	-1%	6	7%
O=C(O)C1(C(=O)O)CCCC1	2%	-32%	-21	3%
CC1(c2nnc(-c3cccc(Cl)c3)o2)CC(c2ccc(C#N)cc2)=NO1 (centres undefined)	1%	2%	-3	0%
COc1cccc2c1C(=O)c1c(O)c3c(c(O)c1C2=O)CC(O)(C(C)=O)CC3OC1CC(N(C)C)C(O)C(C)O1 (centres undefined)	?	?	-18	-20%
O=C1NC2CCCCC2C(=O)N1OS(=O)(=O)c1ccccc1 (centres undefined)	2%	-28%	0	1%
CCOC(=O)C1Nc2ccc(C(F)(F)F)cc2C2C=CCC12 (centres undefined)	-7%	-11%	13	7%
CN(c1ccc(C(=O)NC2CCCCC2)cc1)S(=O)(=O)c1ccccc1	1%	0%	19	-2%
CC(=O)Nc1ccc(/C(C)=N/NC(=O)c2ccc(COc3ccccc3Cl)o2)cc1	-1%	-9%	-26	-8%
O=C(c1cccs1)c1sccc1Cc1ccccc1	0%	12%	-6	-3%
CCC1CCc2sc(C(=O)N3CCN(c4ccccn4)CC3)cc2C1 (centres undefined)	5%	-1%	-5	-8%
CCC(C)[C@H]1CN=C(N)N1CC1CCCCC1 (some centres undefined)	-3%	-10%	3	-1%
CCN(CC)S(=O)(=O)c1ccc(NC(=O)CSc2nc3nc(C)cc(C)c3c(=O)[nH]2)cc1	1%	3%	-16	6%
COc1ccc2c(c1)c(CCNNC(=O)C(C)(C)C)c(C)n2C(=O)c1ccc(Cl)cc1	-1%	-25%	0	-11%
CC[C@@H](C)[C@H](C(CC(=O)N1CCCC1[C@@H](OC)[C@H](C)C(=O)N[C@H](Cc1ccccc1)c1nccs1)OC)N(C)C(=O)[C@H](NC(=O)[C@@H](C(C)C)N(C)C)C(C)C (some centres undefined)	-4%	-9%	?	-1%
CC(=O)NCCNC(=O)c1cc(-c2cccc3ccccc23)nc2ccccc12	-1%	-1%	-7	3%
CC12CCC3c4cc(CN5CCOCC5)c(O)cc4CCC3C1CCC2=O (centres undefined)	-2%	-7%	8	2%
CCCC(=O)Nc1sc(-c2ccccc2)c(-c2ccccc2)c1C(=O)O	-2%	16%	-5	6%
Nc1cc2c(cc1[N+](=O)[O-])-c1ccccc1C2=NO	3%	-17%	-1	-23%
COc1ccc(CN2CCN(C(=O)c3ccccc3F)CC2)c(OC)c1OC	2%	26%	-3	1%
O=C(C(=O)N1CCN(Cc2ccccc2)CC1)c1c[nH]c2ccccc12	-6%	-6%	-29	-1%

The list continues.
SMILES	TSG101-PTAP inh	a7 integrin act	Giardia killer	S-ASM inh
Oc1ccc(-c2cnc3ccccc3n2)cc1	-7%	14%	-24	7%
COc1cccc(/C=N/n2nnnc2N)c1OCC#N	0%	-3%	-2	2%
O=C(Nc1cc(Cl)ccc1Cl)P(=O)(O)c1ccccc1	-8%	13%	2	7%
COc1ccc(OC)c(Nc2cc(C)nc3ccc(C)cc23)c1	-2%	-38%[inhibitor]	17	2%
COc1ccccc1C(=O)Nc1ccc(S(=O)(=O)N2CCN(C)CC2)cc1	-2%	-29%	10	3%
Nc1cccnc1Sc1ccccc1	-6%	-7%	13	-3%
O=C1OCC(CC2=C(O)C(=O)OC2)=C1O	-10%	-41%	-6	1%
CCOC(=O)C1=C(c2ccc(O)cc2)NC(=O)NC1C (centres undefined)	-4%	19%	9	0%
O=S1(=O)CCOC[C@H](Cc2ccccc2)N1Cc1cccc(Cl)c1	-6%	-7%	21	0%
O=C(NCC(c1cccs1)N1CCOCC1)c1cccc(S(=O)(=O)Nc2ccc(F)cc2)c1 (centres undefined)	-15%	4%	-8	1%
CCNc1ccc(Br)cc(C(=O)/C=C/c2ccccc2Cl)c1=O	3%	-66%[inhibitor]	-2	-20%
CC1(C)Cc2c(cnn2-c2ccccc2)C(=O)/C1=N\NC(=O)c1ccncc1	12%	-2%	15	0%
COc1ccc(Cl)cc1CC=NNC(=O)c1cccc(C)c1O	-5%	-13%	17	-3%
Cc1ccc(CNC(=O)C(=O)NCCCn2ccnc2)cc1	-3%	-4%	12	-1%
CCN1C[C@@H]2[C@@H]3C(=O)N(C)C(=O)[C@@H]3[C@](CC)(C(=O)OC)N2C1=NCc1ccccc1	-4%	1%	-17	5%
CC1CN=C(c2ccccc2)O1 (centres undefined)	-9%	7%	-4	1%
CCOC(=O)Cn1c(C(F)(F)F)nc2nc(Cl)c(Cl)nc21	-4%	-9%	-13	1%
Cc1cccc(OCC(=O)Nc2ccncc2)c1	1%	-17%	10	-1%
COC(=O)c1c(NC(=O)Cc2cccs2)sc(C(=O)NC2CCCCC2)c1C	-4%	11%	10	-2%
CCCCOc1ccc(/C=N/NC(=O)c2nnn(-c3nonc3N)c2CN2CCCCCC2)cc1	-6%	12%	4	?
COc1cccc(CN2CCN(S(=O)(=O)c3ccccc3)CC2)c1OC	-7%	37%	5	4%
O=C(NC(=S)Nc1ccc(O)cc1)c1cncc(Br)c1	-2%	-28%	-18	0%
O=C(CCn1c(=O)sc2ccccc21)NCCN1CCOCC1	-4%	-9%	10	-5%
COc1cc2c(c(OC)c1OC)-c1ccc(SC)c(=O)cc1C(N)CC2 (centres undefined)	-2%	7%	-9	-3%
CC[C@]12C(=O)N(C)C[C@H]([C@@H]3C(=O)N(C)C(=O)[C@@H]31)N2C(=O)c1ccc(Cl)cc1	-8%	-2%	-2	63%

Next section
SMILES	TSG101-PTAP inh	a7 integrin act	Giardia killer	S-ASM inh
Brc1cnc(OCc2ccccc2)nc1OCc1ccccc1	-1%	-13%	-7	-5%
Cc1cc(C(=O)NC2CCCCCCC2)ccc1[N+](=O)[O-]	-4%	-9%	-19	-3%
CCc1nnc(NS(=O)(=O)c2ccc(NC(=O)c3cccc(OC(F)(F)C(F)F)c3)cc2)s1	-2%	18%	-3	3%
CC(NC(=S)NC(=O)c1ccccc1)c1ccccc1 (centres undefined)	1%	0%	-19	8%
CC(C)(C)c1nnc(NS(C)(=O)=O)s1	-7%	?	4	18%
CC(=O)OCC(=O)C1(O)CCC2C3CC(C)C4=CC(=O)C=CC4(C)C3=CCC21C (centres undefined)	-6%	-17%	-17	2%
NCCCC[C@H]1CN=C(N)N1CCc1cccc2ccccc12	-1%	1%	60[activator]	-4%
COC(=O)c1cccc(F)c1C(=O)c1cccc2ccccc12	-1%	-44%	16	-2%
O=C(CC1SC(N2CCCCC2)=NC1=O)Nc1cccc(C(=O)N2CCCC(C(F)(F)F)C2)c1 (centres undefined)	-2%	?	3	5%
CC(=O)OC1(C(C)=O)CCC2C3CC(C(F)(F)F)C4=CC(=O)CCC4(C)C3CCC21C (centres undefined)	-3%	-35%	-11	-4%
COc1cc(Cl)c(C)cc1NC(=O)c1ccccc1NC(=O)CN1CCN(c2ccccn2)CC1	0%	6%	38[activator]	-7%
Nc1nc(SCc2ccccc2)c2ncn(CCO)c2n1	-12%	13%	-1	-1%
Cc1ccc(NC(=O)c2ccc(S(=O)(=O)N(C)c3ccccc3)cc2)cc1S(=O)(=O)N1CCOCC1	-1%	-2%	-26	0%
Cc1nc(N)nc(N)c1-c1ccc([N+](=O)[O-])cc1	1%	-2%	-11	2%
C[C@H]1CCC[C@]2(O[C@@H](CCO)C[C@@H](O)[C@@H]2O)O1	-1%	7%	-8	4%
Cc1c2cnn(CC(=O)NCCN3CCOCC3)c(=O)c2c(C)n1Cc1ccccc1F	-2%	4%	3	0%
C=CCNC(=O)c1ccc2c3n(nc2c1)-c1ccc(Cl)cc1CO3	-1%	-17%	?	4%
Cn1c(=O)c2nc(SCCO)n(C)c2n(C)c1=O	-4%	3%	-3	2%
CN(CC(=O)Nc1c(Cl)cccc1Cl)C(=O)c1ccc(NS(=O)(=O)c2ccc3[nH]c(=O)[nH]c3c2)cc1	-2%	?	-24	-4%
COc1cc2nc(-c3cccs3)oc(=O)c2cc1OC	-6%	-8%	2	115%
C#CCOCCOCCOCCNc1nc(N2CCN(C(=O)C([C@@H](C)CC)n3cc(C(N)COC(=O)C(F)(F)F)nn3)CC2)nc(N2CCN(C(=O)[C@H](CCC(=O)O)n3cc(C(N)CC(C)C)nn3)CC2)n1 (some centres undefined)	1%	15%	0	7%
O=[N+]([O-])c1ccccc1C=NNc1ccccc1	-6%	6%	-18	-15%
O=C(NC(=S)Nc1ccccc1O)c1cncc(Br)c1	1%	-7%	5	-4%
Cc1ccc(-c2nnc(-c3ccccc3)o2)cc1Br	-3%	4%	-2	-1%
Cc1ccc(C2=NOC(C)(c3nnc(-c4cccc(Cl)c4)o3)C2)cc1 (centres undefined)	-7%	-20%	13	-1%

Compound profiles (already shown). Values in the order: TSG101-PTAP inh | a7 integrin act | Giardia killer | S-ASM inh
Entry for `CC(NC(=S)NC(=O)c1ccccc1)c1ccccc1` (centres undefined) : 1% | 0% | -19 | 8%
Entry for `Nc1nc(SCc2ccccc2)c2ncn(CCO)c2n1` : -12% | 13% | -1 | -1%
Entry for `O=C(CC1SC(N2CCCCC2)=NC1=O)Nc1cccc(C(=O)N2CCCC(C(F)(F)F)C2)c1` (centres undefined) : -2% | ? | 3 | 5%
Entry for `O=[N+]([O-])c1ccccc1C=NNc1ccccc1` : -6% | 6% | -18 | -15%

Next section:
SMILES	TSG101-PTAP inh	a7 integrin act	Giardia killer	S-ASM inh
C=C(C)C(=O)Oc1ccc(N=Nc2ccc(C)cc2)ccc1=O	-5%	-50%[inhibitor]	-6	-3%
COc1ccc(C(=O)c2c(-c3ccsc3)oc3ccc(-c4ccc(OC)cc4)cc23)cc1	2%	7%	-29	34%[activator]
CCOC(=O)Cc1csc(NC(=O)CCCCCN2C(=O)c3cccc4cccc(c34)C2=O)n1	-1%	2%	-9	1%
Cc1cc(Br)ccc1NC(=O)CN(C)C(=O)C1CCN(C(=O)c2ccc(Cl)cc2)CC1	1%	-19%	-11	8%
CCN(CC(=O)Nc1c(F)cccc1F)C(=O)Cc1cccs1	-3%	-26%	-5	-2%
O=C1c2ccccc2C(=O)N1CCc1c(-c2ccccc2)[nH]c2ccccc12	1%	20%	10	-9%
O=C(c1ccccc1)c1c(-c2ccccc2)[nH]n(-c2ccccc2)c(=O)c1=O	-3%	-30%	1	5%
CCCCC(=O)Nc1ccc(C2C(=O)c3ccccc3C2=O)cc1	1%	36%	?	3%
O=C(/C=C/c1ccc2c(c1)OCO2)c1ccc(O)cc1O	1%	-37%	4	-16%
COc1ccccc1/C=N/Nc1nc(C)c(C(C)=O)s1	-3%	0%	20	410%[activator]
CCN(CC)C1Oc2cc3c(cc2C(c2cc(OC)c(OC)c(OC)c2)C1C)OCO3 (centres undefined)	4%	-6%	?	1%
Cc1cccc(N2CCN(CC(O)COc3ccccc3)CC2)c1 (centres undefined)	3%	1%	-9	-1%
CC(CCCN(C)C)C(Cc1ccccc1)c1ccccc1 (centres undefined)	-5%	-80%[inhibitor]	4	2%
CC(=O)N1CCC(N(CCN2CCOCC2)C(=O)Nc2ccc(Cl)c(Cl)c2)CC1	-4%	-1%	33[activator]	0%
CC(=O)Nc1cccc(C(=O)N2CCN(S(=O)(=O)c3ccc(C4CCCCC4)cc3)CC2)c1	-4%	?	-27	-19%
CCCCOC(=O)C1C2CCC(O2)C1C(=O)OCC (centres undefined)	-6%	14%	15	4%

High-throughput results deposited in PubChem BioAssay by National Center for Advancing Translational Sciences (NCATS).
